Bioassay records deposited in PubChem by several laboratories.
NPY2 pot ag: NPY-Y2 potentiators or agonists, primary screen, cell-based. Neuropeptide Y receptor type 2 (Homo sapiens), P49146. activation, % at 3.6 µM. cells expressing NPY-Y2, potentiator/agonist read-out. hit rate 0.45% among 220,000; in the data active = activation above about 27%;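 also: cells stimulated with NPY near EC25 plus isoproterenol at EC100; 0% = vehicle plus submaximal agonist and 100% = vehicle plus saturating agonist; some results beyond the cut were filed as inactive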
Target sequence (P49146 whole entry, looked up): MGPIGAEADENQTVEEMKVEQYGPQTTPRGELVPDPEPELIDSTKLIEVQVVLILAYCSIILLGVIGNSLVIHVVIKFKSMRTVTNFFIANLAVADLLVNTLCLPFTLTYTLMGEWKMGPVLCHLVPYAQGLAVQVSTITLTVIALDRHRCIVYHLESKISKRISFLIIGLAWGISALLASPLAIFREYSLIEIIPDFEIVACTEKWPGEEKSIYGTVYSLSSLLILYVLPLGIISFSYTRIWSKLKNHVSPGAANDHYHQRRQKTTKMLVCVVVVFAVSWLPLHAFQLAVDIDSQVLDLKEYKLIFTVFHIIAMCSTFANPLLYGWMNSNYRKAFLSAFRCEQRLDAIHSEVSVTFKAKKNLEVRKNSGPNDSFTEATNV
Runt-CBFb FRET: inhibitors of RUNX1 Runt–CBFb binding, primary screen, biochemical, FRET, Cerulean-Runt, Venus-CBFb, uHTS; Runt-related transcription factor 1 (Homo sapiens) + Core-binding factor subunit beta …; Cerulean-Runt/Venus-CBFb FRET ratio 530/480, 1 h; inhibition, % at 20 µM; hit rate 0.46% among 220,000;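 active = inhibition over about 50% at 20 µM in the single-dose screen, limit read from the data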;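 also: 0% = DMSO wells and 100% = excess unlabeled CBFb competitor control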
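Doses: 20 µM compound in 1% DMSO | Material: Cerulean-labeled Runt domain protein | Amount: Each fluorescent fusion protein 100 nM | Schedule: Two 1 h room-temperature incubations shielded from light | Measured by: FRET fluorescence | Evaluation: Loss of energy transfer signal | Controls: Unlabeled CBFb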
Hck-Nef inh: inhibitors of Nef-activated human Hck kinase, primary screen, biochemical, Z-Lyte FRET, 384-well, Hck-YEEI | Tyrosine-protein kinase HCK (Homo sapiens), P08631 | Recombinant Hck-YEEI plus Nef, Z-Lyte FRET kinase assay | inhibition, % at 20 µM | hit rate 0.68% among 220,000 | AID 463187, 2010;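 active = Hck-Nef kinase inhibition above about 50%, limit read from the data; inactive = inhibition below that limit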;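 also: 0% = DMSO with Hck plus Nef and 100% = Hck alone without Nef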
NPY-Y1 PAM-ag: NPY-Y1 receptor potentiators or agonists, primary screen, cell-based; activation, % at 3.6 µM; AID 1304, 2008; Neuropeptide Y receptor type 1 (Homo sapiens), P25929; NPY-Y1 expressing cells, potentiator/agonist activation; hit rate 0.37% among 220,000; in the data active = activation above about 33%, passing the limit was not always enough;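 also: cells stimulated with NPY at EC10 then isoproterenol at EC100; 0% = low agonist plus stimulus and 100% = saturating agonist plus stimulus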
Target sequence (P25929 whole entry, looked up): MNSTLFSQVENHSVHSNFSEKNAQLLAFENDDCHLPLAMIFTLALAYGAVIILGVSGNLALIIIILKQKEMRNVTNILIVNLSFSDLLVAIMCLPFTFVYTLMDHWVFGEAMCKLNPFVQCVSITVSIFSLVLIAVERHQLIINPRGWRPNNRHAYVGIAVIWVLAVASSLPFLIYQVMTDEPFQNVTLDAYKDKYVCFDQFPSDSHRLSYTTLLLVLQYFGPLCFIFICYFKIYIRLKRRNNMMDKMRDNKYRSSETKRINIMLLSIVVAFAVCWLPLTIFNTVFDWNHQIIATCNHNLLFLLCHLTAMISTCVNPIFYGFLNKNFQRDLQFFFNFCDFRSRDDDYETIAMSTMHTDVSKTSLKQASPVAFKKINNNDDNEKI
p97 inhibitor: inhibitors of human p97 ATPase, primary screen, biochemical | recombinant p97 ATPase, Kinase-Glo ATP luminescence, 3 h | hit rate 0.42% among 220,000 | AID 1481, 2009 | inhibition, % at 8 µM; in the data active = inhibition above about 15%;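 also: 0% = DMSO vehicle and 100% = wells lacking enzyme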
NPY Y1 blocker: NPY-Y1 receptor antagonists, primary screen, cell-based; hit rate 1% among 200,000; HEK293-CNG Y1 cells, membrane potential fluorescence; NPY at EC95, then isoproterenol; inhibition, % at 3.6 µM;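 active = inhibition above the campaign mean inhibition of all tested compounds plus 3 SD, cut at about 20% in these data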;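 also: 0% = DMSO wells given NPY plus isoproterenol and 100% = isoproterenol alone without NPY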
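Material: HEK293 Y1/CNG channel cell line | Also added: NPY (25 nM), isoproterenol (1 µM), Ro 20-1724 (25 µM) | Compound: One concentration, 3.6 µM, in 0.4% DMSO | Schedule: 3 h dye uptake, 1 h room-temperature compound, 45 min post-isoproterenol | Signal: Membrane-potential fluorescent dye readout | Read-out: % inhibition of NPY effect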
Mdm2 ligase inh: MDM2-luciferase reporter signal enhancers, primary screen, MDM2 E3 ligase inhibitor project, cell-based, luminescence, 1536-well; hit rate 0.11% among 210,000; AID 1230, 2008; cell-based MDM2 ubiquitination luciferase reporter, 2 h; 0 = plate control, 100 = twice control, blank-subtracted; signal enhancement, % at 5 µM;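 active = signal enhancement of 30% or more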;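 also: luminescence tracks abundance of the self-degrading MDM2-luciferase fusion protein; higher signal means inhibition of MDM2 E3 ligase activity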
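Test system: stable mammalian line carrying autodegrading MDM2–luciferase fusion reporter; quantity: 2000 cells in each well; times: 4 h cell settling then 2 h compound exposure, 37 °C; detection: luminescence with SteadyLite reagent, 15 min at room temperature; evaluation: percent signal gain over controls, blank-subtracted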
RBBP9 inh: human RBBP9 inhibitors, primary screen, biochemical, fluorescence polarization, FP-Rh probe, HTS. Serine hydrolase RBBP9 (Homo sapiens), O75884. recombinant RBBP9. inhibition, % at 7.94 µM. hit rate 0.2% among 220,000. AID 1515, 2009;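 active = inhibition above the campaign mean of all tested compounds plus 3 SD, cut at about 14% in these data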;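 also: plate controls were DMSO wells with RBBP9 for no effect and wells lacking RBBP9 protein for full effect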
Target sequence (O75884 whole entry, looked up): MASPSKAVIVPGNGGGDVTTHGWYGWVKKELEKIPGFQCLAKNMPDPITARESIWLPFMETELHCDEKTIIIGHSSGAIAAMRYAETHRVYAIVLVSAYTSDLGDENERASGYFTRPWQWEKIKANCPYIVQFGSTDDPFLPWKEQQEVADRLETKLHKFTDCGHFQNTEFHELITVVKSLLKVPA
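Test system: recombinant human RBBP9; Timing: 30 min then 45 min, 25 °C; Detection: fluorescence polarization; Control set: RBBP9 with DMSO as uninhibited control, no-protein wells as full inhibition; Compound dosing: one concentration, 7.94 µM nominal, 0.794% DMSO; Probe or stimulus: FP-Rh activity-based probe, 375 nM before mixing.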
Runt-SMMHC FRET: inhibitors of RUNX1 Runt–CBFb-SMMHC binding, primary screen, biochemical, FRET, Cerulean-Runt, Venus-CBFb-SMMHC, uHTS; hit rate 0.74% among 220,000; inhibition, % at 20 µM; Cerulean-Runt/Venus-CBFb-SMMHC FRET ratio 530/480, 1 h; Runt-related transcription factor 1 (Homo sapiens) + Core-binding factor subunit beta …;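 active = mean inhibition across duplicate retests at 20 µM reaching about 50%, limit read from the data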;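 also: 0% = DMSO wells and 100% = wells with excess untagged CBFb-SMMHC; inhibitors lower the FRET ratio by blocking Runt binding to CBFb-SMMHC; some results filed as inactive read as strong as hits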
* hit, by the source's call; nt = not tested or not shown. An unsorted share of the library. About 3.5% of those tested had a hit in this group.

#	NPY2 pot ag	Runt-CBFb FRET	Hck-Nef inh	NPY-Y1 PAM-ag	p97 inhibitor	NPY Y1 blocker	Mdm2 ligase inh	RBBP9 inh	Runt-SMMHC FRET	SMILES
1	-9	2	0	-9	-5	3	-15	-4	-2	COc1cc(CNC2CCCc3ccccc32)cc(OC)c1OC (centres undefined)
2	18	3	-2	1	6	8	-7	-16	0	CCOc1ccc(NC(=O)CCN2CCN(c3ccccc3OC)CC2)cc1
3	3	1	10	-7	-4	0	-10	-4	0	COP(=O)(OC)c1nc(-c2cccc3ccccc23)oc1N1CCOCC1
4	-15	-1	26	-8	8	-3	10	6	-1	CC(NS(=O)(=O)/C=C/c1ccccc1)C(=O)NCCc1ccc(S(N)(=O)=O)cc1 (centres undefined)
5	-13	1	-1	-21	1	4	-6	-9	-3	CCOc1ccc(NC(=S)N2CCc3cc(OC)c(OC)cc3C2COc2ccc3c(C)cc(=O)oc3c2)cc1 (centres undefined)
6	-5	-3	6	-10	1	4	nt	-14	-4	c1ccc(-n2ncc3c(NCc4ccc5c(c4)OCO5)ncnc32)cc1
7	3	-2	1	7	1	-6	-26	1	0	COC(=O)CC1SCCNC1=O (centres undefined)
8	-3	2	1	20	2	-1	-16	-5	-2	FCCCOc1ccc(/C=N/OCc2ccc(Cl)cc2)cc1
9	-3	2	9	-7	6	-1	-3	7	0	O=C(NC(=S)Nc1ccc(N2CCOCC2)c(Cl)c1)c1cncc(Br)c1
10	4	2	0	15	2	4	-9	4	-2	CCS(=O)(=O)N1CCN(C(=O)c2cccnc2)CC1
11	4	-15	9	2	0	5	-13	-6	-40	Cc1cc2c(C)nc(N/N=C/c3ccc([N+](=O)[O-])cc3)nc2o1
12	12	1	4	13	-3	6	1	-6	5	CC(=O)C1C(c2ccccc2OC(F)F)NC(=O)NC1(O)C(F)(F)F (centres undefined)

Whole records, looked up by structure.
Profile of `FCCCOc1ccc(/C=N/OCc2ccc(Cl)cc2)cc1` → NPY2 pot ag = -3; Runt-CBFb FRET = 2; Hck-Nef inh = 1; NPY-Y1 PAM-ag = 20; p97 inhibitor = 2; NPY Y1 blocker = -1; Mdm2 ligase inh = -16; RBBP9 inh = -5; Runt-SMMHC FRET = -2
Profile of `CCOc1ccc(NC(=O)CCN2CCN(c3ccccc3OC)CC2)cc1` → NPY2 pot ag = 18; Runt-CBFb FRET = 3; Hck-Nef inh = -2; NPY-Y1 PAM-ag = 1; p97 inhibitor = 6; NPY Y1 blocker = 8; Mdm2 ligase inh = -7; RBBP9 inh = -16; Runt-SMMHC FRET = 0

(cont.)
#	NPY2 pot ag	Runt-CBFb FRET	Hck-Nef inh	NPY-Y1 PAM-ag	p97 inhibitor	NPY Y1 blocker	Mdm2 ligase inh	RBBP9 inh	Runt-SMMHC FRET	SMILES
13	-5	-4	-6	-16	1	7	-8	7	-1	COC(=O)c1ccccc1NC(=O)Cc1ccccc1OC
14	8	-1	5	7	-3	-1	-1	0	1	O=C(NCCc1ccccc1)c1ccc(CS(=O)(=O)c2ccc(Cl)cc2)o1
15	-4	21	18	15	4	-2	-4	-7	18	Cc1ccc(-c2cc(-c3ccc(F)cc3)c(C#N)c(N)n2)o1
16	11	-1	-2	10	4	-5	-12	-5	-1	CC(=O)Nc1sc2c(c1C(c1ccccn1)N1CCN(C)CC1)CCCC2 (centres undefined)
17	19	6	1	16	2	3	-6	3	-2	COc1nccnc1NS(=O)(=O)c1ccc(NC(=S)NC(=O)c2ccccc2)cc1
18	7	0	8	12	5	nt	-10	-4	0	CC1(C)OC(=O)C(=CNNc2c(Cl)cc(Cl)cc2Cl)C(=O)O1
19	12	-1	21	18	0	6	-2	3	3	Cc1cc(C)cc(C(=O)NCC(=O)OC(C)C(=O)N(C)c2ccccc2)c1 (centres undefined)
20	4	-1	3	13	3	-2	-16	9	0	COC(=O)N/N=C/c1c[nH]c2ccccc12
21	13	0	1	-24	1	5	-9	-4	-1	c1ccc2c(CNCCN3CCOCC3)cccc2c1
22	14	0	0	-4	0	-7	-16	-3	4	C(=N\n1cnnc1)/c1ccc(OC2CSC2)cc1
23	1	0	16	-2	5	5	-7	-3	2	Cc1nn(CC(=O)Nc2nccs2)c(C)c1[N+](=O)[O-]
24	2	-1	2	-10	2	1	-8	-4	-1	CCOC(=O)Cc1ccc(NC(=O)c2ccc([N+](=O)[O-])cc2)cc1
25	-3	2	0	7	6	-1	-6	7	6	Cc1cc(C(=O)N/N=C/c2cccc([N+](=O)[O-])c2)c(C)n1-c1ccccc1
26	2	0	-14	8	-3	6	-19	-8	2	CCOC(=O)Cn1nc(C)n(-c2ccc(Cl)cc2)c1=O
27	-7	0	21	9	4	-3	-22	-7	-2	COC(CNC(=O)C(C)n1nc(C)c2ccccc21)OC (centres undefined)
28	-3	1	0	3	9	4	-13	-2	-1	Cc1nc(SC2CCOC2=O)c2c(C)c(C)sc2n1 (centres undefined)
29	-11	7	4	13	1	3	-6	-8	-2	CCOC(=O)CSc1nc(-c2ccccc2)ns1
30	3	0	11	-4	5	nt	-16	-5	3	O=[N+]([O-])c1cccc(-c2ccn[nH]2)c1
31	11	6	69*	7	7	nt	-4	-8	-3	CC(=O)Nc1sc(N/N=C/c2ccccc2)nc1-c1ccc(C)cc1
32	2	-5	7	-16	2	8	12	1	-2	O=[N+]([O-])c1ccc(CSc2nnc(Cc3ccccc3)n2-c2ccc(F)cc2)cc1
33	-3	4	1	10	-5	-2	-9	-2	35	CCN(CC)c1ccc(C2C(C(=O)Nc3ccccn3)=C(C)NC3=C2C(=O)CC(C)(C)C3)cc1 (centres undefined)
34	-5	-2	0	-40	-1	5	12	-6	2	Cc1ccc(C(=O)c2c(NC(=O)c3ccncc3)sc3c2CCCC3)cc1
35	9	3	1	-10	0	5	-6	4	2	COC(=O)c1ccc(C(=O)OC)c(NC(=O)CSc2ccccn2)c1
36	-6	-3	-3	-24	-1	12	-12	-6	0	CCOc1cc(/C=N/NC(=O)CN2CCCCC2)ccc1OCc1ccc(Cl)cc1
37	-5	2	0	-26	-1	-2	5	-3	0	COc1ccccc1NC(=S)NCCc1c[nH]c2ccccc12
38	2	2	-4	-11	1	0	nt	-11	1	COC(=O)CN1C(=O)COc2ccc(Cl)cc21
39	-13	-1	1	5	-5	5	-8	-9	-3	O=S(=O)(c1cccs1)N1CCN(Cc2ccccc2)CC1
40	19	-1	4	2	1	3	0	-2	-1	Cc1cc(C(F)(F)F)nc(SCC(=O)NC2CC3CCC2C3)n1 (centres undefined)
41	7	0	17	1	6	2	7	3	-1	Cc1nc(CNC(=O)c2ccccc2OC2CCN(S(C)(=O)=O)CC2)cs1
42	6	0	-19	-2	5	0	2	6	24	N#Cc1ccc(COC(=O)c2ccccn2)cc1
43	10	0	1	12	5	-3	-14	-11	-3	CCOC(=O)N1CCC(NC(=O)CCCN2C(=O)CSc3ncccc32)CC1
44	2	0	20	7	0	9	2	-1	-7	CC(C)=CCN1CCN(CC#Cc2ccccc2)CC1CCO (centres undefined)
45	-1	1	-7	21	3	10	nt	-2	-1	O=C(COc1ccc(Cl)cc1)N1CCCC1
46	-16	-1	9	-11	-1	5	-4	-4	2	Cc1cc(N2C(=O)CC(N3CCN(C(c4ccccc4)c4ccccc4)CC3)C2=O)no1 (centres undefined)
47	-34	-3	-1	-44	2	14	-9	1	2	C/C(=N\NC(=O)C1CC1c1ccccc1)c1cccc([N+](=O)[O-])c1 (centres undefined)
48	10	1	21	8	5	-3	-15	4	1	Cc1nn(CC2CC2)c(=O)n1-c1ccccc1F
49	12	50*	8	-7	2	2	-1	-16	28	COc1ccccc1NS(=O)(=O)c1cc(NC(=O)c2cccs2)ccc1N1CCCC1
50	-5	1	-17	-10	-15	nt	-2	-8	1	O=C(c1ccc(Cl)cc1)N1CCc2c([nH]c3ccccc23)C1C(F)(F)F (centres undefined)
51	-13	nt	0	-1	-2	-3	-12	-2	1	O=C(Cc1cccc2ccccc12)N1CCCc2ccccc21
52	2	-4	3	-18	5	4	-26	-6	1	O=C(/C=C/c1ccc(Cl)cc1Cl)N1CCc2ccccc21
53	3	-2	6	1	5	5	18	0	1	CCc1c(C(=O)NN2C(=O)C3CCCCC3C2=O)csc1C (centres undefined)
54	6	0	26	4	2	-5	-13	8	2	COc1ccc(NCC(O)Cn2c(C)c(C)c3ccccc32)cc1 (centres undefined)

Runt-CBFb FRET, hit marks shown above.
#	NPY2 pot ag	Runt-CBFb FRET	Hck-Nef inh	NPY-Y1 PAM-ag	p97 inhibitor	NPY Y1 blocker	Mdm2 ligase inh	RBBP9 inh	Runt-SMMHC FRET	SMILES
49	12	50*	8	-7	2	2	-1	-16	28	COc1ccccc1NS(=O)(=O)c1cc(NC(=O)c2cccs2)ccc1N1CCCC1
